# IMP-1 inhibitor: blocks Pseudomonas aeruginosa IMP-1 metallo-beta-lactamase. purified IMP-1, nitrocefin hydrolysis, epi-absorbance fluorescence. 290,000 tested, 0.45% active. inhibition, % at 5.6 µM;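 active = inhibition above the mean plus 3 SD of all compounds in the same screening run, cut at about 4.5% in these data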;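 also: 0% = IMP-1 with DMSO and 100% = DMSO wells lacking enzyme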
#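 system = purified recombinant IMP-1 beta-lactamase | amount = 0.2 nM IMP-1, as dispensed | medium = HEPES buffer pH 7.1 with ZnSO4 and Brij 35 | times = 25 °C, 15 min preincubation, 25 min reaction | detection = plate fluorescence quenching by hydrolysis product, ex 480/em 530 nm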
# pCIP destab: compounds decreasing mouse p/CIP protein stability | 290,000 tested, 0.01% active | Q05BA5 | F442A p/CIP-EGFP cells, EGFP fluorescence, 16 h | AID 1984 | decrease of EGFP signal, % at 10 µM;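 active = EGFP signal decrease of at least 30% at 10 µM or well 3 SD below plate mean, unless failing retest; inactive = the rest, including hits failing retest or dose response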; also: some compounds called inactive have numbers as strong as hits; many of its hits are not listed in these tables
# Target sequence (Q05BA5 1-1403): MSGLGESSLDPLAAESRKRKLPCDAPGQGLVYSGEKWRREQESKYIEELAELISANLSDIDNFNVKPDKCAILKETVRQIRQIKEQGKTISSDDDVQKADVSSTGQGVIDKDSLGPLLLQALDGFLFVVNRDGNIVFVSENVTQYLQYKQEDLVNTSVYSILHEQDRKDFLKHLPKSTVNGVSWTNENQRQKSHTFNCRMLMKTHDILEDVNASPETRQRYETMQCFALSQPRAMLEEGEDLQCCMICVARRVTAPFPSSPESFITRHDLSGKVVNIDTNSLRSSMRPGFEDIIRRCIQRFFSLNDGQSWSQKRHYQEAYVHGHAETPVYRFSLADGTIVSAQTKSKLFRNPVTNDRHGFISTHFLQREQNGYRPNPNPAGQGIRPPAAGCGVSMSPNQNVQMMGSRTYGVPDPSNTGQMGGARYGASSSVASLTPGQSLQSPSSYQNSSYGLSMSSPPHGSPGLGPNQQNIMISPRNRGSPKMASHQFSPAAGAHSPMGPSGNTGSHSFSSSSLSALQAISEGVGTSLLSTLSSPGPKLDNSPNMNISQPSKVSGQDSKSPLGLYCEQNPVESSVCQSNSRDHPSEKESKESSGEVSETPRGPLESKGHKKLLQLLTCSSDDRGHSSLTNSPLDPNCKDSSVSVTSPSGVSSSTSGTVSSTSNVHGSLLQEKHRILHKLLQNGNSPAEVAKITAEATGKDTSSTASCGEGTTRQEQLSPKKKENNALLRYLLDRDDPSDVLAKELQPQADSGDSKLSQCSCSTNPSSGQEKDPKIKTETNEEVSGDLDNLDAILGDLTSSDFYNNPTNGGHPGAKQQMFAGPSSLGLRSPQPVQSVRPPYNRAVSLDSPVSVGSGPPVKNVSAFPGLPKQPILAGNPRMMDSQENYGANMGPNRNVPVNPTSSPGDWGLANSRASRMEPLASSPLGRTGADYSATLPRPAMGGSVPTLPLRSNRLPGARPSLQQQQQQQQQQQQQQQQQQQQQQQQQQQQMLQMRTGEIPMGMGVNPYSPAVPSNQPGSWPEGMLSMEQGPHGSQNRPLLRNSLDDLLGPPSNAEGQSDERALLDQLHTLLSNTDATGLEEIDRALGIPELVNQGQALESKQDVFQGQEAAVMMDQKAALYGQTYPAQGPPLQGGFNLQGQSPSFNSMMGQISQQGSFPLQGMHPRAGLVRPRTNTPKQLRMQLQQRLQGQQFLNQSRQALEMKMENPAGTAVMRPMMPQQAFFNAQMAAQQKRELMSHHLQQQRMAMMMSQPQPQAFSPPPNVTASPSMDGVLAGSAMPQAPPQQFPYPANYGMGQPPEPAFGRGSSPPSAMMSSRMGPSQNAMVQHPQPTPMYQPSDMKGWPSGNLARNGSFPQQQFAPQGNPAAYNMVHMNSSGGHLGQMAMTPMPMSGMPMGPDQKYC
# PHOSPHO1 block: inhibitors of human PHOSPHO1 phosphatase; recombinant PHOSPHO1, absorbance phosphatase assay; inhibition, % at 13.3 µM; 290,000 tested, 1.1% active; AID 1565; in the data active = inhibition above about 60%
# IDE cell inh: inhibits human insulin-degrading enzyme in HEK cells | P14735 | FAbetaB cleavage, fluorescence polarization | inhibition, % at 5.59 µM | 320,000 tested, 0.41% active | AID 434962;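 active = percent inhibition above the average of all tested compounds plus 3 SD, set per screening campaign, cut at about 16% in these data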;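 also: IDE supplied by intact live HEK cells; FP after avidin binding of uncleaved biotin substrate so inhibition keeps polarization high; 0% = DMSO wells and 100% = 60 µM reference IDE inhibitor Ii1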
# GPR7 antagonist: human neuropeptides B/W receptor 1 antagonism; inhibition, % at 4.4 µM; AID 1861; GPR7-expressing cells, fluorescence antagonist assay; 290,000 tested, 1.1% active; in the data active = inhibition above about 16%, passing the limit was not always enough;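 also: cells stimulated with the agonist NPW; 0% = agonist with vehicle and 100% = vehicle without agonist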
# PfM18AAP inh: blocks P. falciparum M18 aspartyl aminopeptidase. AID 1822. 290,000 tested, 1.2% active. inhibition, % at 7.35 µM. recombinant PfM18AAP, H-Glu-NHMec fluorogenic cleavage;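 active = inhibition above the campaign mean inhibition over all tested compounds plus 3 SD, cut at about 28% in these data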;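 also: 0% = plate median of test compound wells and 100% = 2 mM ZnCl2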
# NALP1 yeast inh: blocks the NALP1 inflammasome reconstituted in yeast. S. cerevisiae NALP1/ASC/caspase-1 growth, X-gal OD620, 72 h. inhibition, % at 10 µM. 280,000 tested, 0.61% active. AID 2071; in the data active = inhibition mostly above about 24%, no sharp cut-off; inactive = mostly below about 32%; also: some compounds called inactive have numbers as strong as hits
# VIM-2 inh: blocks Pseudomonas aeruginosa VIM-2 metallo-beta-lactamase. purified VIM-2, nitrocefin hydrolysis, epi-absorbance fluorescence. inhibition, % at 5.6 µM. 290,000 tested, 0.89% active. AID 1527;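 active = inhibition above the mean of all tested compounds plus 3 SD, cutoff set per screening run, cut at about 7.5% in these data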;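 also: red hydrolysis product quenches plate fluorescence so inhibitors raise well fluorescence; 0% = enzyme with DMSO and 100% = DMSO without enzyme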
# IDE act: boosts human insulin-degrading enzyme activity in HEK cells | 340,000 tested, 0.073% active | activation, % at 5.96 µM | P14735 | FAbeta-B cleavage, fluorescence polarization; 0% vehicle, 100% cell-free pure enzyme wells;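 active = activation above the mean of all tested compounds plus 3 SD, set per screening campaign, cut at about 17% in these data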
# Active calls of the source: *; nt = no result given. No enrichment for hits; 5.3% or so of the library scored in one or more.
SMILES,IMP-1 inhibitor,pCIP destab,PHOSPHO1 block,IDE cell inh,GPR7 antagonist,PfM18AAP inh,NALP1 yeast inh,VIM-2 inh,IDE act
CC(c1ccccc1)n1c(S(=O)(=O)O)nc2ccccc21 (centres undefined),-1.9,6.8,18.3,2.4,-8.5,9.9,1.0,-2.3,3.5
COc1ccccc1N(CC(=O)N1CCC(C(N)=O)CC1)S(=O)(=O)c1ccccc1,-1.0,2.7,0.0,0.0,6.5,-5.0,16.5,-3.8,2.3
Cc1nc(NC(=O)C2CC2)sc1C(=O)NC1CCCCC1,-4.2,-6.3,-25.1,2.6,6.8,8.8,3.6,-2.0,nt
O=C(Cc1ccccc1)Nc1ccc(Br)c(Cl)c1,-0.3,5.1,12.3,0.5,1.5,3.2,33.1,-0.5,0.2
CCCc1[nH]nc2c1C(c1cn[nH]c1-c1ccc(F)cc1)C(C#N)=C(N)O2 (centres undefined),-3.7,7.8,-0.8,2.5,11.7,13.5,2.1,1.8,-6.0
CC(NC(=O)N1CCOCC1)c1ccccc1 (centres undefined),-3.2,-1.4,nt,0.7,-7.4,3.6,10.1,-2.6,3.7
CC(C)C[C@H](CO)Nc1nc(Nc2cccc(Cl)c2)c2ncn(C(C)C)c2n1,nt,1.1,35.3,-1.4,nt,nt,nt,nt,8.8
CC(=O)NC(=S)Nc1ccc(NC(=S)NC(=O)c2cccs2)cc1,-0.2,-10.5,-21.0,3.0,-7.8,1.4,8.7,-2.0,8.1
O=C(O)CCCC(=O)N1CCc2cc(S(=O)(=O)NCc3ccccc3)ccc21,-0.1,0.1,-114.8,-6.6,-1.1,-17.9,-11.4,0.9,5.8
OC1(c2ccccc2)CN(c2ccccc2)C2=[N+]1CCS2 (centres undefined),-2.0,3.1,-30.7,-2.6,7.2,-0.8,18.9,1.9,4.6
CCOC(=O)c1ccc(N2C(=O)CC(C(=O)OC)=C2C)cc1,-3.9,-9.6,30.8,-2.3,-3.6,0.7,24.1,-2.0,-4.3
CC(C)c1cccc(C(C)C)c1NC(=S)Nc1cccc(Cl)c1,-0.6,1.2,-10.4,-0.8,-15.5,-5.3,3.6,-1.6,4.1
O=C(Nc1cccc2ccccc12)C1CCN(C(=O)Cc2ccccc2)CC1,-3.1,8.7,-1.9,1.8,-8.3,-7.5,31.2,1.0,-2.7
COc1ccccc1CNCC(=O)Nc1ccc(C#N)cc1,0.6,-10.1,30.8,-0.8,21.6,-13.5,24.1,-0.1,2.7
O=C(/C=C/C(=O)N1CCc2ccccc2C1)N1CCc2ccccc2C1,-1.6,-8.6,34.0,2.6,2.5,-1.2,6.1,-0.9,2.1
O=C1CC(C(=O)Nc2cccc(Cl)c2)n2ncnc2N1 (centres undefined),-0.4,4.3,-7.8,2.7,-11.3,4.5,8.2,-1.2,0.4
CCn1c(CCNC(=O)c2cccs2)nnc1SCC(=O)Nc1ccc(Cl)cc1,-2.9,0.3,-16.5,-6.4,-8.6,6.9,4.3,-1.1,-1.8
O=C(NCCc1nnc2ccc(NCC3CCCO3)nn12)c1ccccc1 (centres undefined),-2.0,14.3,0.4,5.5,-6.7,-1.2,-5.7,-0.5,2.9
CC(=O)c1cccc(CN2CCC(n3nccc3NC(=O)CCc3ccccc3)CC2)c1,0.5,-4.4,41.8,-0.4,-8.2,-0.4,8.3,0.3,7.7
Cc1ccc(OCCC(=O)OCC(=O)N2c3ccccc3CC2C)cc1 (centres undefined),-2.1,-3.2,1.2,2.4,-16.0,2.9,nt,-1.5,0.8
CCN(CC)C(=O)CSc1nc2c(sc(=S)n2-c2ccccc2OC)c(=O)n1-c1ccccc1,-4.0,-5.7,5.2,10.4,1.5,1.3,20.7,-2.2,0.7
COCC(=O)n1nc(-c2ccc(C)cc2)nc1NCc1ccc(F)cc1,-0.8,-4.3,24.6,nt,-15.6,-7.2,0.8,-0.8,2.0
Cc1cccc(N=C2NC(=O)/C(=C/c3cccnc3)S2)c1,-2.4,-4.2,36.8,9.5,-16.5,3.3,nt,-3.3,-6.2
COc1cc(CN2CCN(C(C)C)C(CCO)C2)ccc1OCc1ccccc1 (centres undefined),-4.3,-3.8,-7.2,6.0,-6.2,1.8,9.3,-3.1,2.6
Cc1ccc(NC(=O)CSc2nnc3ccccn23)cc1,-1.3,-3.3,24.7,-0.4,-7.2,-4.8,-4.7,-2.2,1.3
CCOc1ccc(C(=O)NC(=S)Nc2ccccn2)cc1[N+](=O)[O-],-2.5,13.6,-10.0,1.5,11.8,21.1,13.3,-2.8,-6.1
O=C(c1ccc(Cl)c(S(=O)(=O)N2CCOCC2)c1)N1CCCCC1,-2.0,-13.0,-1.1,5.2,1.9,3.0,2.1,-2.1,1.9
COCC(C)N=Cc1c(O)[nH]c2ccccc12 (centres undefined),-2.6,-8.8,0.2,1.2,-5.0,7.3,3.8,-0.9,3.8
CCOc1ccc(CCNC(=O)COC(=O)c2cccc(OC)c2O)cc1OCC,-1.8,-3.1,8.2,-3.1,-12.0,-10.8,2.8,-2.0,1.4
O=C1OCCN1CCN(CN1C(=O)CCC1=O)CN1C(=O)CCC1=O,-3.5,-9.8,6.0,-4.0,-10.9,10.0,0.4,0.1,0.4

# Exported as tab-separated lines: entries from further up.
Structure	IMP-1 inhibitor	pCIP destab	PHOSPHO1 block	IDE cell inh	GPR7 antagonist	PfM18AAP inh	NALP1 yeast inh	VIM-2 inh	IDE act
Cc1ccc(OCCC(=O)OCC(=O)N2c3ccccc3CC2C)cc1 (centres undefined)	-2.1	-3.2	1.2	2.4	-16.0	2.9	nt	-1.5	0.8
CCN(CC)C(=O)CSc1nc2c(sc(=S)n2-c2ccccc2OC)c(=O)n1-c1ccccc1	-4.0	-5.7	5.2	10.4	1.5	1.3	20.7	-2.2	0.7
COCC(=O)n1nc(-c2ccc(C)cc2)nc1NCc1ccc(F)cc1	-0.8	-4.3	24.6	nt	-15.6	-7.2	0.8	-0.8	2.0
Cc1cccc(N=C2NC(=O)/C(=C/c3cccnc3)S2)c1	-2.4	-4.2	36.8	9.5	-16.5	3.3	nt	-3.3	-6.2
COc1cc(CN2CCN(C(C)C)C(CCO)C2)ccc1OCc1ccccc1 (centres undefined)	-4.3	-3.8	-7.2	6.0	-6.2	1.8	9.3	-3.1	2.6
Cc1ccc(NC(=O)CSc2nnc3ccccn23)cc1	-1.3	-3.3	24.7	-0.4	-7.2	-4.8	-4.7	-2.2	1.3
CCOc1ccc(C(=O)NC(=S)Nc2ccccn2)cc1[N+](=O)[O-]	-2.5	13.6	-10.0	1.5	11.8	21.1	13.3	-2.8	-6.1
O=C(c1ccc(Cl)c(S(=O)(=O)N2CCOCC2)c1)N1CCCCC1	-2.0	-13.0	-1.1	5.2	1.9	3.0	2.1	-2.1	1.9
COCC(C)N=Cc1c(O)[nH]c2ccccc12 (centres undefined)	-2.6	-8.8	0.2	1.2	-5.0	7.3	3.8	-0.9	3.8
CCOc1ccc(CCNC(=O)COC(=O)c2cccc(OC)c2O)cc1OCC	-1.8	-3.1	8.2	-3.1	-12.0	-10.8	2.8	-2.0	1.4
O=C1OCCN1CCN(CN1C(=O)CCC1=O)CN1C(=O)CCC1=O	-3.5	-9.8	6.0	-4.0	-10.9	10.0	0.4	0.1	0.4

# Pulled by compound from above (2):
SMILES,IMP-1 inhibitor,pCIP destab,PHOSPHO1 block,IDE cell inh,GPR7 antagonist,PfM18AAP inh,NALP1 yeast inh,VIM-2 inh,IDE act
CC(=O)c1cccc(CN2CCC(n3nccc3NC(=O)CCc3ccccc3)CC2)c1,0.5,-4.4,41.8,-0.4,-8.2,-0.4,8.3,0.3,7.7
COc1cc(CN2CCN(C(C)C)C(CCO)C2)ccc1OCc1ccccc1 (centres undefined),-4.3,-3.8,-7.2,6.0,-6.2,1.8,9.3,-3.1,2.6

# The results go on:
SMILES,IMP-1 inhibitor,pCIP destab,PHOSPHO1 block,IDE cell inh,GPR7 antagonist,PfM18AAP inh,NALP1 yeast inh,VIM-2 inh,IDE act
CCOc1ccccc1N1CCN(C(=O)Nc2ccc(F)c(Cl)c2)CC1,-0.2,-10.3,-20.7,-0.4,-8.0,-10.5,42.9,-5.8,-1.1
Cc1nc(Nc2ccc(C(=O)O)cc2)nc(Nc2ccc(C(=O)O)cc2)c1[N+](=O)[O-],-2.8,1.7,37.3,-0.6,-11.1,0.2,-10.9,-0.8,-1.6
Cc1nc(Nc2nc(CSc3nc4ccccc4[nH]3)cc(=O)[nH]2)nc2ccccc12,-5.4,-8.2,7.1,44.5*,-12.7,3.2,15.1,0.2,-38.4
Cc1cc(Cl)c(OCCCCN2CCOCC2)c(Br)c1,-1.9,-5.7,-14.5,8.3,-1.4,-8.9,54.5,-0.9,3.1
O=C(O)CCC(=O)N1CC=C(c2ccccc2)CC1,-2.5,-1.8,-7.4,-2.7,-2.1,-4.7,7.0,4.7,1.4
CC(=O)N1N=C(c2cccs2)CC1c1cc2cc(C)ccc2nc1Cl (centres undefined),-4.9,-15.5,19.9,5.7,-14.3,-0.5,nt,-0.8,3.0
CC(C)(C)C(=O)OCCNc1nc(-c2ccccc2)nc2ccccc12,-5.7,-11.0,8.4,5.1,-6.4,-1.5,35.4,0.1,-0.9
O=C(Nc1cc([N+](=O)[O-])ccc1N1CCCC1)c1ccco1,-0.4,4.5,22.8,-4.7,-9.8,-2.7,6.8,-1.0,5.6
CCOc1ccccc1N(CC(=O)Nc1cccnc1)S(=O)(=O)c1ccc(C)cc1,-0.8,-11.2,42.9,10.2,-9.3,-8.6,3.4,0.0,4.4
CC(C)NS(=O)(=O)c1ccc(OCC(=O)N2CCCC2)c(Cl)c1,0.7,-20.7,8.3,-4.3,-6.6,-3.4,3.7,-3.9,6.2
Cc1ccnc(NC(=O)c2ccc(COc3ccc(Cl)cc3)o2)c1,-2.3,2.6,10.4,1.1,8.0,-6.1,5.2,-1.2,5.9
Cc1oc(-c2ccccc2F)nc1CN1CCC(C(=O)NC2CCCc3ccccc32)CC1 (centres undefined),0.2,0.3,18.1,-0.2,-7.0,2.2,-3.9,-1.5,7.8
Cc1cccc(C)c1CC(=O)N1CCOCC1,-1.0,1.8,34.0,-2.9,-6.0,-5.5,9.7,0.3,4.0
CN(Cc1ccccc1)C(=O)CCS(=O)(=O)c1ccc2c(c1)NC(=O)CS2,-1.6,-15.9,22.5,4.5,-7.4,-11.5,9.3,-1.0,5.2
COc1cc(NS(=O)(=O)c2ccc(NC(=S)NC(=O)c3ccc(F)cc3)cc2)nc(OC)n1,0.9,2.0,39.1,-0.8,1.4,3.5,-17.3,-0.7,-3.2
COc1cccc(CNS(=O)(=O)c2ccc(S(=O)(=O)N3CCCC3)cc2)c1,-3.1,-14.0,5.7,-2.8,-6.9,5.0,1.5,-3.3,1.4
CC(Sc1nnc(CNC(=O)c2ccco2)n1C)C(=O)Nc1nccs1 (centres undefined),1.8,-6.5,39.1,0.1,-4.4,-7.6,-24.4,0.6,1.3
Cc1cc(C(F)F)nn1CC(=O)N1CCSCC1,-0.7,1.7,1.7,0.8,-8.7,-5.7,2.6,2.1,5.5

# Screening results (PubChem BioAssay)
